# CHO-K1 Ca PAM: nonselective activator or artifact in parental CHO-K1 calcium assay. ATP EC20, Fluo-8 calcium fluorescence; 0% at ATP EC20, 100% at ATP max. activation, % at 3 µM. hit rate 0.02% among 360,000. AID 602247;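 active means activation above the run cutoff, the mean activation of all test compounds plus 3 SD, cut at about 40% in these data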;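 further: peak over basal fluorescence ratio in a 140 s read after ATP addition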
# V1aR counter: V1a receptor agonism, counter-screen for OXTR agonists. CHO-V1R cells, Fluo-8 calcium fluorescence, agonist mode; 0% DMSO, 100% 3 nM vasopressin. activation, % at 3 µM. hit rate 0.25% among 320,000. AID 2797;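 active means activation above the mean activation of all tested compounds plus 3 SD, per screening run, cut at about 20% in these data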;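 further: signal is peak over basal fluorescence ratio across a 100 second FLIPR read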
# OXTR agonist: human OXTR agonism. hit rate 0.32% among 320,000. activation, % at 3 µM. CHO-OTR cells, Fluo-8 calcium fluorescence; normalized: DMSO 0%, oxytocin 100%. P30559;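 active means activation above the mean of all tested compounds plus 3 SD, cutoff set per screening run, cut at about 20% in these data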;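 further: peak over basal fluorescence ratio from a 100 s FLIPR kinetic read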
# Target sequence (P30559 whole entry, looked up): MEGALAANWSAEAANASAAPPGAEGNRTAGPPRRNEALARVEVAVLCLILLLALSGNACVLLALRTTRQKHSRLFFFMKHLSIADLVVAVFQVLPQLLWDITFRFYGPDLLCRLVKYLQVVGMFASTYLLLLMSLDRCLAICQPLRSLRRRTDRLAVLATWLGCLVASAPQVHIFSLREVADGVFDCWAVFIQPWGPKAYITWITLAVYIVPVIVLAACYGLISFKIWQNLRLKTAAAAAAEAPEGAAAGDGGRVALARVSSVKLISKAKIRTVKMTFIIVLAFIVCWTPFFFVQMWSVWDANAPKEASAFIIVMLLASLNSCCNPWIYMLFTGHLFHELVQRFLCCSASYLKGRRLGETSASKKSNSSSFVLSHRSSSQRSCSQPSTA
# CHO-K1 Ca ag: nonselective activator or artifact in parental CHO-K1 cells; Fluo-8 calcium fluorescence; scaled to maximal ATP response, vehicle zero; activation, % at 3 µM; hit rate 0.48% among 360,000; AID 602248; in the data active means activation above about 15%;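 further: untransfected CHO-K1 host cells lacking M1 receptor as counterscreen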
# GPR7 antag: blocks human GPR7 receptor signaling; hit rate 1.1% among 290,000; inhibition, % at 4.4 µM; GPR7-expressing cells, fluorescence antagonist assay; in the data active means inhibition above about 16%, passing the limit was not always enough;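 further: cells stimulated with the agonist NPW; 0% = agonist with vehicle and 100% = vehicle without agonist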
# Target sequence (P48145 whole entry, looked up): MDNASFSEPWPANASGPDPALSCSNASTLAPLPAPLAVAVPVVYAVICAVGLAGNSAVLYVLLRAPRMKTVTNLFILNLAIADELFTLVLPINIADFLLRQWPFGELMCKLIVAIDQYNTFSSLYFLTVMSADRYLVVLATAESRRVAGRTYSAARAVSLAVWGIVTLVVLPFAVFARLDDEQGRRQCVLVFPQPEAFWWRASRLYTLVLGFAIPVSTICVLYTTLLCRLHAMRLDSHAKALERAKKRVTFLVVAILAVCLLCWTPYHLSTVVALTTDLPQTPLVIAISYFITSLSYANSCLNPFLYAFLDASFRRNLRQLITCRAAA
# OXTR potentiator: potentiators of human oxytocin receptor. activation, % at 3 µM. P30559. hit rate 0.061% among 320,000. CHO-OTR cells, Fluo-8 calcium fluorescence, potentiator mode; 0% = oxytocin EC15, 100% = EC100. AID 2445;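 active means activation above that plate's cutoff, the mean activation of tested compounds plus 3 SD, cut at about 6.6% in these data, passing the limit was not always enough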;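 further: 100% uses oxytocin at 75 nM as the full agonist control; some results filed as inactive read as strong as hits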
#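 Material: human OTR in CHO cells. Compound: 3.0 µM, one dose. Timing: compound 6 min at room temperature before oxytocin, 100 s read. Evaluation: % activation of max/min ratio relative to oxytocin controls. Replication: single well per compound, singlicate. Signal: Fluo-8 calcium dye fluorescence.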
# CHO-K1 Ca antag: M1 antagonist counterscreen hit in parental CHO-K1 cells | ATP-induced calcium, Fluo-8 fluorescence | hit rate 0.6% among 360,000 | inhibition, % at 3 µM;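 active means inhibition above a per-plate cutoff, the plate's mean sample inhibition plus 3 SD, cut at about 24% in these data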;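 further: 0% = DMSO plus EC80 ATP and 100% = DMSO alone without ATP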
# TAAR1 antagonist: antagonists of human TAAR1. Q96RJ0. CHO RD-HGA16 TAAR1, Fluo-8 calcium fluorescence, antagonist. inhibition, % at 3 µM. hit rate 1.5% among 360,000. AID 624466;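 active means inhibition above a per-plate cutoff, the mean inhibition of test compounds on that plate plus 3 SD, cut at about 49% in these data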;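 further: 0% = DMSO plus EC80 beta-PEA response and 100% = DMSO alone without agonist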
# Target sequence (Q96RJ0 whole entry, looked up): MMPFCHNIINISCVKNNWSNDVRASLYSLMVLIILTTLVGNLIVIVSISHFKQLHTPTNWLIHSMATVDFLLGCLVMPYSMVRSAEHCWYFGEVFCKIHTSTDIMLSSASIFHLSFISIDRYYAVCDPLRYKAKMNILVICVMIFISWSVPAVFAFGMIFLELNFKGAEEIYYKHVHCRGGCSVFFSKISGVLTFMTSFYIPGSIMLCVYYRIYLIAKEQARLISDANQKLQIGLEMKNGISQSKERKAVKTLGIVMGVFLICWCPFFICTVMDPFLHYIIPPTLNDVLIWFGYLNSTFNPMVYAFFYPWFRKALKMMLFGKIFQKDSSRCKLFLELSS
#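 test system = CHO RD-HGA16 cells bearing hTAAR1 | replication = singlicate | controls = DMSO-only wells and EC80 β-PEA-stimulated wells | reagent = EC80 β-phenethylamine stimulus | read-out basis = percent inhibition of PEA-evoked calcium signal, max/basal emission ratio | schedule = seeding 17-24 h prior, 75-min 37 °C, 30-min RT dye loading | signal = kinetic Fluo-8 calcium fluorescence measurement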
# CHO parental Ca: counter-screen for OX1R antagonists: effect in parental CHO cells | inhibition, % at 5.6 µM | AID 463079 | parental CHO-K1, ATP-induced calcium, Fluo-8 fluorescence | hit rate 0.63% among 330,000;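 active means inhibition above that plate's mean sample inhibition plus 3 SD, cut at about 26% in these data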;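 further: 0% = ATP-challenged DMSO wells and 100% = DMSO wells without ATP; some compounds past the cut are filed as inactive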
#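 Assay system: parental CHO cells; Read-out basis: percent inhibition of ATP-evoked calcium rise, normalized to controls; Benchmarks: ATP and no-ATP DMSO wells; Compound dosing: single nominal dose of 5.6 µM per compound; Signal: Fluo-8 calcium dye fluorescence; Also added: ATP as calcium-mobilizing challenge; Repeats: singlicate.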
# An asterisk follows results filed as active; · = no result given.
SMILES,CHO-K1 Ca PAM,V1aR counter,OXTR agonist,CHO-K1 Ca ag,GPR7 antag,OXTR potentiator,CHO-K1 Ca antag,TAAR1 antagonist,CHO parental Ca
C=CCOc1ccc2ccccc2c1/C=N/O,1,-1.5,-2.5,-0.1,2,-4,18,-3,-13
O=C(Cn1cnc2ccccc21)N/N=C/c1ccccc1,2,7.8,1.8,17*,-5,2,4,-8,10
O=C1c2ccccc2C(=O)N1CCSC(=S)N1CCOCC1,8,0.8,-0.1,0.4,-13,-6,-16,-8,-10
CCN1C(=O)C(=O)N(CC(=O)Nc2ccccc2OC(F)F)C1=O,-6,0.7,0.1,3.2,·,-3,-13,2,-1
CCN1CCN(C(=O)c2ccc(COc3ccc(Cl)cc3)o2)CC1,14,3.4,1.6,0.9,5,-8,2,2,-19
CCNc1nc(NCC)nc(Oc2ccc(C(=O)OC)cc2)n1,29,1.5,0.3,1.1,-9,-6,-13,-14,-4
O=C(Nc1ccccc1)C1=C[C@@H](c2ccc(Br)cc2)C[C@@H](OCc2ccc(CO)cc2)O1,-14,0.9,0.8,-0.1,22,-3,-2,12,-20
O=C(OCc1cc(=O)oc2cc(O)ccc12)c1cc(S(=O)(=O)N2CCOCC2)ccc1F,9,2.3,2.0,5.0,·,-9,-11,30,17
CC(C(=O)O)(C1CCCCC1)C1(O)CCCCC1 (stereo unspecified),11,·,·,0.4,·,·,3,-16,·
C/C(=N\NS(=O)(=O)c1ccc(Br)cc1)c1ccc2c(c1)OCO2,7,2.8,-0.3,1.1,-5,-12,-8,6,10
CN(C(=O)c1ccc(NC(=O)Cc2ccc(NC(=O)C3CCN(C(=O)C4CCC4)CC3)cc2)cc1)C1CC1,-9,0.6,1.9,-0.3,·,-3,-2,7,-14
CC(Oc1ccccc1)C(=O)OCC(=O)Nc1sccc1C(N)=O (stereo unspecified),-22,9.1,15,15,·,-13,21,36,4
CCCCOc1ccc(C(=O)NCC(=O)NCC2CCCO2)cc1 (stereo unspecified),15,0.0,-0.8,0.4,-6,-3,-5,-8,-5
COc1ccc(/C=C2\Oc3cc(OC(=O)N4CCOCC4)ccc3C2=O)cc1,13,1.7,-0.8,2.1,-16,1,-9,-10,-6
O=S1(=O)C=C(SCCN2CCCCC2)c2ccccc21,1,0.7,0.4,-0.1,-7,-8,11,12,-17
COc1ccc(S(=O)(=O)NC(C)C(=O)NC2CC2)cc1C (stereo unspecified),-6,-1.3,-0.2,0.3,-9,-6,-7,-13,-2
CCC(=O)N1CCN(c2ccnc3cc(Cl)ccc23)CC1,15,0.0,-0.8,1.7,-4,-2,-11,2,-11
NC(=O)Cc1nc(-c2ccccc2)cs1,3,0.0,-0.2,0.1,5,0,-2,6,-6
Cc1nc2ccc(NC(=O)c3cccc(S(=O)(=O)N4CC(C)OC(C)C4)c3)cc2s1 (stereo unspecified),-1,0.1,-1.9,1.1,-12,0,5,-14,-37
Cc1cc(-c2ccc(C(=O)O)s2)cnc1N,27,0.0,0.2,1.1,-15,-4,-6,12,2
CCOc1cc2[nH]c(=S)n(CCN3CCCCC3C)c(=O)c2cc1OCC (stereo unspecified),19,-0.6,-0.2,0.1,-12,-5,-8,-5,-6
NC(=O)c1ccc(NC(=O)c2cc(S(=O)(=O)N3CCCCC3)ccc2N2CCOCC2)cc1,5,0.3,0.2,0.0,·,1,-6,-15,-18
NS(=O)(=O)c1ccc(NC(=O)CN(C(=O)C(F)(F)F)C2CCCC2)cc1,8,·,·,0.3,·,·,-5,-2,·
NC(=O)c1ccc(Nc2nc(C(N)c3ccccc3Cl)cs2)cc1 (stereo unspecified),9,·,·,1.1,·,·,-2,2,·
Cc1cccc(NC(=O)C(=O)NCC2CCCO2)c1 (stereo unspecified),6,1.1,-0.1,1.3,0,-7,-5,-18,-9
COc1ccc(CNC(=O)C2Cc3c(-c4ccccc4)ccnc3O2)cc1OC (stereo unspecified),14,·,·,1.7,·,·,-8,-8,·
CC(=O)c1cc(-c2nc3ccccc3n2C)n(C)c1,1,0.1,-1.1,0.1,-2,-10,-2,13,-17
CCOC(=O)C1=CCC(c2ccccc2)N(S(=O)(=O)c2ccccc2C)C1 (stereo unspecified),4,·,·,0.8,·,·,7,8,·
NC(=O)c1c(NC(=O)COC(=O)c2ccc(O)c(Cl)c2)sc2c1CCCC2,6,-0.9,-0.4,-0.3,·,-8,-6,-21,-26
Cc1cccc(N2C(=O)CN(Cc3cccs3)C2=S)c1,12,-0.5,-1.3,2.2,3,-7,-19,-4,-22
COC(=O)c1sc(NC(=O)c2cc(C)on2)nc1C,21,0.8,0.4,0.0,-27,0,-9,-2,-1
O=C1C2CC=C(Cl)CC2C(=O)N1CC1Cc2ccccc2CO1 (stereo unspecified),2,-0.3,0.2,0.5,-11,0,-1,·,-26
CCOC(=O)c1sc(NC(=O)CN(CC(C)C)CC(C)C)c(C(=O)OCC)c1C,8,0.0,0.4,0.3,-4,-1,-4,11,-10
O=C(NCCCNC(=O)C(F)(F)C(F)F)C(F)(F)C(F)F,8,0.2,-0.5,0.1,-4,-13,-15,-1,-25
CCOC(=O)C(CC(=O)O)NCc1ccco1 (stereo unspecified),9,0.5,3.2,0.2,2,-4,1,-16,-2
O=C(NC(=S)N1CCN(c2ccc(F)cc2)CC1)c1cccs1,13,0.5,-1.3,0.9,8,-4,-7,11,-11
Cc1cnc(NC(=O)C2CC(=O)N(c3ccc4c(c3)OCCO4)C2)s1 (stereo unspecified),-1,0.7,1.9,0.0,·,6,-17,-11,-2
COc1ccccc1C(=O)NNC(=O)c1cccc(O)c1,9,0.2,-0.3,1.3,5,-5,-6,2,-3
O=C(Nc1cccc(C(F)(F)F)c1)Nc1nnc([C@H]2C[C@H](O)[C@@H](CO)O2)s1,3,·,·,0.0,·,·,-3,5,·
Cn1ccc(-c2ccccc2)c(C#N)c1=O,6,0.1,0.0,14,-15,-10,10,-8,-1
CN(C)S(=O)(=O)c1cccc(NC(=O)COc2ccc3ccccc3c2)c1,-4,6.8,7.9,13,·,-14,-6,31,0
N#C/C(=C(/O)CN1CCCCC1)c1nc(-c2ccc(Cl)cc2)cs1,15,-1.0,-1.6,-0.8,-1,0,-16,-7,-14
CCOC(=O)N1C(=O)NC(=O)C1c1ccc(OC)cc1 (stereo unspecified),-19,·,·,-0.7,·,·,18,-2,·
CCC(=O)N(Cc1cc(=O)[nH]c2ccccc12)c1ccc(OC)cc1,-4,0.2,-1.4,-0.1,-3,-14,10,4,-10
CCCOc1ccc(C(=O)Nc2ccccc2[N+](=O)[O-])cc1,2,-0.1,-0.8,0.2,2,-4,4,15,-10
Cc1ccc(S(=O)(=O)N2CCCCC2)cc1C(=O)N1CCN(c2ccccn2)CC1,6,-0.4,-0.4,3.6,-4,-6,-9,5,-4
Cc1ccc(NC(=O)C2CC2C)cc1S(=O)(=O)N1CCOCC1 (stereo unspecified),-12,0.0,-0.7,-0.3,·,9,1,1,-24
Cc1ccccc1NC(=O)C1(C)Cc2ccccc2C(=O)O1 (stereo unspecified),9,1.3,0.9,0.5,-10,-17,8,-2,2
COc1ccc(S(=O)(=O)N(C)c2ccc(C(=O)Nc3cccnc3)cc2)cc1,-19,1.9,0.5,2.8,4,-7,-8,12,-14
Nc1ccccc1SCC(=O)Nc1cccc2ccccc12,10,-0.3,-1.2,0.8,0,-6,-2,-2,-12
CC(=O)Nc1ccc(N(C(=O)c2cnccn2)C(C(=O)NC2CCCCC2)c2ccc(F)cc2)cc1 (stereo unspecified),2,-0.7,-0.1,-0.2,-6,0,-17,6,-24
N#Cc1ccc(NC(=S)NC(=O)C2CC2)cc1,17,·,·,0.4,·,·,-12,7,·
Cc1nn(-c2ccccc2)c(C)c1-c1cc(C(=O)N/N=C/c2cccnc2)[nH]n1,·,0.7,-0.4,·,-1,1,·,21,-25
Cc1c(C(=O)/C=C/c2cccs2)oc2ccc(F)cc12,9,0.2,-0.5,0.8,5,-1,0,-10,-18
CSc1ccccc1OCc1cc(C(=O)NC(C)c2cnn(C)c2)no1 (stereo unspecified),-17,1.0,-0.2,0.3,-13,-8,13,8,-12
CCOc1ccc(C(=O)Nc2ccc(S(=O)(=O)Nc3nccc(C)n3)cc2)cc1OCC,20,0.1,1.3,0.5,4,-2,6,-19,-18
NS(=O)(=O)c1ccc(CCNCC#Cc2ccccc2)cc1,18,0.2,0.8,1.1,-4,-8,-1,-7,-7
COc1ccc(/C(C)=N/NC(=O)c2nnn(-c3nonc3N)c2CN(C)c2ccccc2)cc1,2,2.4,2.9,1.2,-10,-7,-6,-10,-18
Nc1c(C(=O)NCc2ccco2)c2nc3ccccc3nc2n1CCc1ccccc1,17,·,·,3.1,12,·,-11,31,·
COCCNC(=O)C1CCCN(C(=O)c2ccc3ccccc3n2)CC1 (stereo unspecified),11,·,·,0.9,·,·,-9,-6,·
# Next records follow:
SMILES,CHO-K1 Ca PAM,V1aR counter,OXTR agonist,CHO-K1 Ca ag,GPR7 antag,OXTR potentiator,CHO-K1 Ca antag,TAAR1 antagonist,CHO parental Ca
O=C(NC1CCCC1)c1n[nH]c2ccccc12,-11,-0.5,10,0.2,-6,-24,-2,14,6
COc1ccc(NC(=O)Nc2ccc3c(c2)C(=O)N([C@H](C)CO)C[C@H](C)[C@@H](CN(C)Cc2ccc(Cl)c(Cl)c2)OCCCC[C@@H](C)O3)cc1,-1,·,·,-0.4,·,·,5,-6,·
CCOC(=O)C(=O)Nc1ccc2c(c1)OCO2,11,0.8,-1.1,0.5,-2,-11,-4,3,-9
c1ccc2c(c1)CCCN2c1nc2ccccc2n2cnnc12,-11,0.6,-0.2,1.0,0,-8,8,-8,3
COc1nn(C(C)C(=O)N2N=C(C(F)F)CC2(O)C(F)F)cc1[N+](=O)[O-] (stereo unspecified),17,0.7,2.3,1.1,-14,1,-5,14,-1
COc1ccc(N2CCN(c3nc4c(C)cccn4c(=O)c3/C=C(\C#N)C(N)=O)CC2)cc1,-1,1.5,0.4,1.9,-6,-8,3,26,-25
O=C(COC(=O)/C=C/c1ccccc1Cl)NCc1ccco1,-4,-1.0,0.8,1.1,12,1,-8,-24,1
O=C(Nc1nnc(S(=O)(=O)N2CCOCC2)s1)c1ccccc1Br,25,1.0,0.7,2.0,-12,-3,-7,-10,-2
C=CCN1C(=O)/C(=C/c2ccc(OCC(=O)O)cc2)S/C1=N/c1nccs1,13,-0.1,-2.2,0.2,-13,-2,-12,-8,-16
c1ccc(N2CCN(Cc3nnnn3C3CCCCC3)CC2)cc1,18,-0.8,1.6,1.2,13,-2,-3,-7,-8

# Compound activity deposited in PubChem BioAssay by The Scripps Research Institute Molecular Screening Center.
